High-throughput results from PubChem BioAssay.
D2 agonist: HTS Assay for Allosteric Agonists of the Human D2 Dopamine Receptor: Primary Screen for Agonists; activation, % at 2 µM; HEK293 T-REx D2 cells, calcium flux agonist mode; AID 485358, 2010; 0.53% of 340,000 active; D(2) dopamine receptor (Homo sapiens), P14416;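 active means activation over 3 SD above normal in the single-dose calcium agonist read, cut at about 30% in these data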; further: 0% is about no effect
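Tetracycline-induced HEK293 T-REx cells with force-coupled D2 receptor, plated overnight at 30 C, loaded with no-wash calcium dye. After a 10 s baseline, compound was pin-added and calcium flux read kinetically for 180 s; calcium rises flagged agonists.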
D1 antag: Antagonist of Human D 1 Dopamine Receptor: qHTS. HEK293 TREx D1 cells, calcium flux, dopamine EC80; hits give low values. AID 504652, 2011. 3.2% of 360,000 active. activity change, negative = inhibition, % at 10 µM; in the data active means activity change below about -30%; further: on the % scale 0 is the no-effect control and ±100 the full control effect
Target sequence (P21728 whole entry, looked up): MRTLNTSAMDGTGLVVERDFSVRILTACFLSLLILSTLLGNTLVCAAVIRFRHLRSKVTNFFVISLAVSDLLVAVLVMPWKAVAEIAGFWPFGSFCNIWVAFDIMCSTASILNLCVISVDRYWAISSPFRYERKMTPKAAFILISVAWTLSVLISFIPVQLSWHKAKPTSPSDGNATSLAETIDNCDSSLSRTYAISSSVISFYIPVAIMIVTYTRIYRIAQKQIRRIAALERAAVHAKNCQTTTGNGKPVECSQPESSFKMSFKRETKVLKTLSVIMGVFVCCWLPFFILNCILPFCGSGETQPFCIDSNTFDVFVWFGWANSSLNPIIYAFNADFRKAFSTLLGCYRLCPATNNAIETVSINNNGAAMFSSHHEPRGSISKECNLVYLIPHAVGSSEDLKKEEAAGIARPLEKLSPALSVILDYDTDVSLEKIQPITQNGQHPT
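Inducible Hek293 Trex D1 cells (tetracycline, overnight, 30 C). Calcium dye 30–90 min RT. Antagonist mode: EC80 dopamine added after 180 s compound read.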
D1 PAM: Potentiators of Human D1 Dopamine Receptor: qHTS; D(1A) dopamine receptor (Homo sapiens), P21728; potentiation, % at 10 µM; 0.036% of 360,000 active; HEK293 TREx D1 cells, calcium flux, dopamine EC20 potentiation; in the data active means potentiation above about 30%; further: 0% is about no effect
RXFP1 agonist: qHTS Assay for Agonists of the Relaxin Receptor RXFP1; HEK293T-RXFP1 cAMP TR-FRET, 30 min; response scale: percent of porcine relaxin response, buffer zero; Potency, µM (titrated, usually from 57.5 µM), inactives show at the top dose activation, most hits filed as activators; 0.3% of 370,000 active; AID 2676, 2010; Relaxin receptor 1 (Homo sapiens), Q9HBX9; active means well fitted activation curve with a large enough effect; inconclusive means small, poorly fitted or top-dose-only effect; further: potency means the concentration at half of the fitted maximal effect; on the % scale 0 is the no-effect control and ±100 the full control effect; nearly all actives have a fitted effect of over 60% in size; many of its hits are not listed in these tables
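cAMP rise read by TR-FRET after 30 min, 37C compound exposure (up to 58 uM) in RXFP1-transfected HEK293 cells with Ro 20174 present. EC50 from Hill-equation fits, with 29 nM porcine relaxin as 100% and buffer as basal.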
D1 ag: Allosteric Agonists of the Human D1 Dopamine Receptor: qHTS | 1% of 360,000 active | activation, % at 2 µM | HEK293 T-REx D1 cells, calcium flux, agonist mode; in the data active means activation above about 30%; further: 0% is about no effect
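Agonism was scored from calcium flux recorded over 180 s (1 read/s) after pintool compound addition, following a 10-cycle baseline. Cells were inducible force-coupled HEK293 TREx D1, plated overnight at 30 C and loaded with no-wash calcium dye.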
RXFP1 antagonist: qHTS Assay for Antagonists of the Relaxin Receptor RXFP1; activity change, negative = inhibition, % at 57.5 µM; AID 1259400, 2018; HEK293-RXFP1, relaxin-stimulated cAMP HTRF, 30 min; hits give low values; Relaxin receptor 1 (Homo sapiens), Q9HBX9; 0.59% of 350,000 active;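 active means activity change of -60% or lower, but not beyond a set lower limit; inconclusive means change between -60% and -40%, or beyond the set limit; inactive means change above -40%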; further: on the % scale 0 is the no-effect control and ±100 the full control effect
D2 antagonist: HTS Assay for Allosteric Antagonists of the Human D2 Dopamine Receptor: Primary Screen for Antagonists; inhibition, % at 10 µM; HEK293 TREx D2 cells, calcium flux, dopamine EC80; 2% of 340,000 active; in the data active means inhibition above about 30%; further: 0% is about no effect
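Tetracycline-induced HEK293 TREx cells expressing D2 receptor forced-coupled to calcium signalling, loaded with no-wash calcium dye. Compounds added and calcium flux read 180 s, then dopamine added at EC80 and read a further 180 s.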
D2 PAM: HTS Assay for Positive Allosteric Modulators of the Human D2 Dopamine Receptor: Primary Screen for Potentiators; AID 485347, 2010; potentiation, % at 10 µM; 0.34% of 340,000 active; HEK293 T-REx D2, calcium flux, EC20 dopamine potentiation;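 active means potentiation over 3 SD above the plate norm, cut at about 30% in these data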; further: 0% is about no effect
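Primary screen. Calcium kinetics in induced HEK293 T-REx D2 cells: compound pre-addition 180 s, EC20 dopamine, 180 s more.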
TRHR enhancer: qHTS for Small Molecule Agonists and Allosteric Enhancers of Human TRH Receptor: Primary Screen for Enhancers | Thyrotropin-releasing hormone receptor (Homo sapiens), P34981 | TRHR cells, fluo-8 calcium fluorescence, EC20 TRH enhancement | enhancement, % at 2 µM | 0.66% of 360,000 active | AID 493056, 2011; in the data active means enhancement above about 30%; further: 0% is about no effect
Target sequence (P34981 whole entry, looked up): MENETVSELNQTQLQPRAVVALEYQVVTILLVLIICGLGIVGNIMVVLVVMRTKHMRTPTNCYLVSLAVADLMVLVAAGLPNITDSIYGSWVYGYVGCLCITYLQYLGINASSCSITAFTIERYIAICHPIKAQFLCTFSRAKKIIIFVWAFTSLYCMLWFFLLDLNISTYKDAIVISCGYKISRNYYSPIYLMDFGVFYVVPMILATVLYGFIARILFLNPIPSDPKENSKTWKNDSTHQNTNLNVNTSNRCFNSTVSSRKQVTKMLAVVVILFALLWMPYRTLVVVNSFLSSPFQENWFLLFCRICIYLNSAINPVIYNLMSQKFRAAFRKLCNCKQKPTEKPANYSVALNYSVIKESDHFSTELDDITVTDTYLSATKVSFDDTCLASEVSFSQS
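TRHR-expressing cells loaded with fluo-8 calcium dye were read kinetically (ex 480/em 530) during compound addition, then stimulated with an EC20 of TRH (10 nM final). Enhancement of the Gq-mediated intracellular calcium response was scored.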
Numbers without * were called inactive; ? = inconclusive; . = no result given.

Second line of a record: D2 agonist	D1 antag	D1 PAM	RXFP1 agonist	D1 ag	RXFP1 antagonist	D2 antagonist	D2 PAM	TRHR enhancer
> Cc1ccsc1/C=N/NC(=O)Nc1ccccc1
    -1.5	-7	10	-0.4%	-1	4	26	-12	-2
> CN(C)CCN(C(=O)c1ccc2ccccc2c1)c1nc2c(F)cccc2s1
    -0.1	7	-5	1.6%	6	-10	3	-7	0
> Nc1nc(SCC(=O)Nc2cc(-c3ccccc3)nn2-c2ccccc2)n[nH]1
    -0.3	5	1	0.0%	1	-14	-4	6	3
> CCOC(=O)c1oc2cc(O)c(CC)cc2c(=O)c1-c1cscn1
    -0.7	-8	3	0.3%	2	-1	-8	11	1
> Cc1csc(NC(=O)C2CSC3(C)CCC(=O)N23)n1 (stereo not given)
    0.1	9	4	-1.3%	2	-3	7	5	5
> Cc1cccc(NS(=O)(=O)c2ccc(-c3cnc(C4CC4)o3)cc2)c1C
    0.5	-4	2	4.2%	8	11	-2	-3	2
> O=C(c1ccccc1)c1ccc(C(=O)N2CCN(c3ccccc3)CC2)cc1
    6.6	-32*	-8	4.0%	3	-24	6	-4	-7
> COc1ccc(CNC(=O)Cn2c(=O)cc(-c3ccccc3)c3c(C)nn(C)c32)cc1
    0.8	5	-2	-0.1%	0	-10	.	11	6
> CCCOC(=O)CSC1=C(C#N)C(c2ccccc2OCC)C(C#N)C(=O)N1 (stereo not given)
    .	-4	6	3.7%	1	10	.	.	4
> Cc1c(C(=O)NCCCN2CCCC2=O)oc2ccccc12
    0.7	-2	2	0.7%	2	-21	5	6	4
> CC(C)(C)NC(=O)C(=O)NNC(=O)COc1ccc(Br)cc1
    -0.4	21	-9	2.2%	3	1	2	-3	-3
> COc1ccc(C2(c3ccc(OC)cc3)NC(=O)N(CC(=O)NC3CCCC3)C2=O)cc1
    1.0	2	-6	0.9%	4	-17	-8	9	2
> CCCCCc1nnc(NC(=O)c2ccc3nc[nH]c3c2)s1
    0.1	0	.	0.5%	6	8	-10	12	-2
> O=c1cc(-c2ccccc2)[nH]n2cnnc12
    .	1	10	0.0%	6	0	.	.	6
> Cc1c2c(nc3c(C(=O)NC4CCCC4)cnn13)CCCC2
    0.4	13	-2	3.6%	2	3	2	-3	9
> COc1cc(C2Nc3ccc4ncccc4c3C3=C2C(=O)CCC3)cc(OC)c1O (stereo not given)
    -0.7	4	4	2.3%	1	-4	2	0	-3
> COc1ccccc1CC(=O)c1ccc(OCc2ccccc2)cc1
    0.2	-29	-9	1.8%	20	.	-3	-2	-3
> COc1ccc(Oc2nc(-c3cccnc3)nc3ccccc23)cc1
    1.3	4	0	0.5%	8	-16	-11	1	4
> CCc1ccc2nc(SCC(=O)NCC3CCCO3)c(C#N)cc2c1 (stereo not given)
    -0.6	23	0	?	5	-1	-2	7	4
> COc1cccc(OC)c1C(=O)Nc1cc(C)on1
    -0.2	0	-3	-0.2%	1	.	0	-4	-13
> COc1cc(Cl)ccc1OCc1cc(C(=O)NCCCN2CCCC2=O)no1
    0.3	-2	-2	2.4%	2	4	-24	-4	-3
> COc1ccccc1NC(=O)CC1Nc2ccccc2NC1=O (stereo not given)
    -1.2	-6	2	0.0%	1	-10	-13	14	2
> CCC(c1nnc(SCC(=O)Nc2cccnc2Cl)n1-c1ccccc1)N(C)C (stereo not given)
    0.7	0	-2	-3.8%	4	-8	8	-3	-5
> CC(C)c1ccc(C2=CC(c3cccc(Cl)c3)n3ncnc3N2)cc1 (stereo not given)
    0.5	2	5	1.7%	2	-39	.	1	3
> O=C(C/C=N\OCc1ccc([N+](=O)[O-])cc1)Nc1ccccc1
    -1.6	-17	-9	1.1%	7	-24	-3	-1	-6
> O=C(c1cccs1)N1CCN(Cc2ccncc2)CC1
    63*	0	6	1.6%	4	11	21	-20	6
> O=C(NCc1ccc2c(c1)OCO2)C(=O)NC1CCCCC1
    -0.6	-1	-4	-0.1%	3	-1	14	-13	2
> CCCCCN(C(=O)CCC(=O)OCc1ccc(Cl)cc1Cl)c1c(N)n(CCCC)c(=O)[nH]c1=O
    0.1	12	-2	-1.4%	2	-18	-11	16	1
> CNC(=S)N1CCc2cc(OC)c(OC)cc2C1COc1ccc(OC)cc1 (stereo not given)
    -0.2	-20	-7	2.1%	3	-12	-3	11	3
> O=C(NNC(=S)NC(=O)c1ccc(F)cc1)c1cccnc1
    .	4	-8	-0.8%	0	-11	.	.	5

Copied from the list:
Cc1c(C(=O)NCCCN2CCCC2=O)oc2ccccc12 | D2 agonist: 0.7
O=C(c1ccccc1)c1ccc(C(=O)N2CCN(c3ccccc3)CC2)cc1 | D1 antag: -32*
CCCCCc1nnc(NC(=O)c2ccc3nc[nH]c3c2)s1 | D1 ag: 6
COc1ccccc1NC(=O)CC1Nc2ccccc2NC1=O (stereo not given) | D2 PAM: 14
O=C(c1cccs1)N1CCN(Cc2ccncc2)CC1 | RXFP1 agonist: 1.6%
CCC(c1nnc(SCC(=O)Nc2cccnc2Cl)n1-c1ccccc1)N(C)C (stereo not given) | D1 ag: 4

Returning to the listing, starting three compounds before the break.
Second line of a record: D2 agonist	D1 antag	D1 PAM	RXFP1 agonist	D1 ag	RXFP1 antagonist	D2 antagonist	D2 PAM	TRHR enhancer
> CCCCCN(C(=O)CCC(=O)OCc1ccc(Cl)cc1Cl)c1c(N)n(CCCC)c(=O)[nH]c1=O
    0.1	12	-2	-1.4%	2	-18	-11	16	1
> CNC(=S)N1CCc2cc(OC)c(OC)cc2C1COc1ccc(OC)cc1 (stereo not given)
    -0.2	-20	-7	2.1%	3	-12	-3	11	3
> O=C(NNC(=S)NC(=O)c1ccc(F)cc1)c1cccnc1
    .	4	-8	-0.8%	0	-11	.	.	5
> CC(=O)[C@@]1(O)CC[C@H]2[C@@H]3CCC4=CC(=O)CC[C@]4(C)[C@H]3[C@@H](O)C[C@@]21C
    -0.6	-18	-4	2.4%	2	.	22	-8	-6
> CCOC(=O)C1CCN(C(=O)c2cccc(S(=O)(=O)NCc3ccccc3)c2)CC1
    0.1	-14	-1	0.2%	6	-14	4	11	-7
> Cc1cc(NC(=O)c2ccccc2C)n(-c2cccc(F)c2)n1
    0.6	-7	-2	4.3%	1	0	-2	12	0
> COc1ccc(-c2nnc(SCC(=O)N/N=C/c3ccccc3C(=O)O)n2-c2ccc(Cl)cc2)cc1
    -2.1	-12	-4	-2.9%	3	-3	8	0	-4
> COc1ccc(C2NC(=O)NC(O)(C(F)(F)F)C2C(=O)c2ccccc2)cc1OC (stereo not given)
    1.4	-21	-3	6.7%	1	-14	25	-4	6
> O=C(c1ccc(F)cc1)N1CCN(C2CC3CCC2C3)CC1 (stereo not given)
    0.1	-1	0	0.6%	4	4	1	-7	5
> Cc1nn(C)c(C)c1/C=C/C(=O)c1ccccc1
    0.5	20	3	3.4%	1	-16	-6	1	7
> CCCN(C(=O)COC(=O)CSc1ccc(C(N)=O)cc1[N+](=O)[O-])C1CCS(=O)(=O)C1 (stereo not given)
    2.1	-4	-3	0.1%	2	-6	-10	7	3
> Cc1ccc(C(=O)Nc2ccccc2Sc2ccccc2)cc1
    -0.4	-8	-6	1.3%	4	1	-5	-3	0
> Cc1ccc(-n2ncc3c2CCCC3NC(=O)CCc2c(C)noc2C)cc1C (stereo not given)
    -1.1	-1	-4	-2.7%	2	5	-13	1	0
> COc1ccc(C(=O)N[C@H](C(=O)Nc2ccc(S(=O)(=O)N3CCOCC3)cc2)C(C)C)cc1
    1.5	-19	-2	7.0%	1	-3	-15	1	3
> COc1ccc(N2C(=O)CC(N(CCc3ccccc3)C(=O)/C=C/C(=O)O)C2=O)cc1 (stereo not given)
    2.1	19	-3	0.3%	0	3	20	-13	-4
> Cc1cc(C)cc(OC(=O)CN2C(=O)c3ccccc3C2=O)c1
    2.3	-13	2	0.7%	9	2	-10	-2	0
> Cc1cccnc1NC(=O)CNC(=O)COc1ccccc1
    -0.7	32	-6	-0.9%	5	23	-4	-7	33*
> O=C(NCc1ccccc1)c1nc[nH]c1C(=O)N1CCc2ccccc2C1
    .	23	-6	0.0%	-1	.	.	.	-6
> Cc1nc2sccn2c(=O)c1S(=O)(=O)Nc1ccc(N2CCOCC2)cc1
    0.4	-18	-3	7.8%	2	-23	.	.	0
> CCOC(=O)Nc1ccc(C(=O)c2ccncc2)cc1
    1.1	-13	1	4.2%	12	-4	-16	0	3
> COc1ccc(C(=O)Nc2ccc3nc4c(c(Nc5ccccc5OC)c3c2)CCCC4)c(OC)c1
    -0.4	-13	-1	-0.3%	-1	.	.	9	-3
> CC(C#CCN1CCCCC1)OCCOCc1ccccc1 (stereo not given)
    0.6	14	-4	1.3%	2	4	2	-8	4
> COc1ccc(S(=O)(=O)N2CCOCC2)cc1NC(=O)c1ccc(=O)[nH]c1
    0.2	-11	-6	3.7%	2	-4	-2	13	2

3 entries already listed, arranged by length of the SMILES, largest number first:
Second line of a record: D2 agonist	D1 antag	D1 PAM	RXFP1 agonist	D1 ag	RXFP1 antagonist	D2 antagonist	D2 PAM	TRHR enhancer
> COc1ccc(C(=O)N[C@H](C(=O)Nc2ccc(S(=O)(=O)N3CCOCC3)cc2)C(C)C)cc1
    1.5	-19	-2	7.0%	1	-3	-15	1	3
> COc1ccc(-c2nnc(SCC(=O)N/N=C/c3ccccc3C(=O)O)n2-c2ccc(Cl)cc2)cc1
    -2.1	-12	-4	-2.9%	3	-3	8	0	-4
> Cc1ccc(-n2ncc3c2CCCC3NC(=O)CCc2c(C)noc2C)cc1C (stereo not given)
    -1.1	-1	-4	-2.7%	2	5	-13	1	0

Only part of the results is shown. The share of hits here may be higher or lower than overall.
